Source: PubChem (The Scripps Research Institute Molecular Screening Center)
MITF primary: MITF inhibitors, primary screen, biochemical, AlphaScreen, human; Microphthalmia-associated transcription factor (Homo sapiens), O75030; AlphaScreen MITF homodimerization, bead proximity signal; inhibition, % at 2.6 µM; hit rate 0.91% among 650,000; in the data active means inhibition above about 50%;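 further: 0% = vehicle wells with protein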
GPR151 activ: activators of human GPR151, primary screen, cell-based, PathHunter beta-arrestin, luminescence | AID 1508602, 2020 | G-protein coupled receptor 151 (Homo sapiens), Q8TDV0 | activation, % at 11.2 µM | PathHunter beta-arrestin GPR151 cells | hit rate 1% among 650,000; in the data active means activation above about 4.9%;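 further: 0% = median of compound wells and 100% = cells with positive control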
Target sequence (Q8TDV0 whole entry, looked up): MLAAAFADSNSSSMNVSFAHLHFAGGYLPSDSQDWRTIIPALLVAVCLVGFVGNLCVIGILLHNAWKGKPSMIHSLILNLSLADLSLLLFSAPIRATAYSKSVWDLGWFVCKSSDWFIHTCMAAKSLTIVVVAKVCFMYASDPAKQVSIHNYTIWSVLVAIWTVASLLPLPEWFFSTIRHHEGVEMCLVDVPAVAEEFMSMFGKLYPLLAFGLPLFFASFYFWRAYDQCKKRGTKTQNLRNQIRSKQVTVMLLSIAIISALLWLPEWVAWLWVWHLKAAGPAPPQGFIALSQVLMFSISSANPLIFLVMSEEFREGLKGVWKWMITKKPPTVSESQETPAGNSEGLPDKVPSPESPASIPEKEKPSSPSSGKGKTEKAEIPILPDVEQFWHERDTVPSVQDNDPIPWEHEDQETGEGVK
TEAD-YAP block: TEAD-YAP interaction inhibition, primary screen, TEAD-YAP interaction inhibitor project, luminescence, HEK-TIYL cells; hit rate 1.4% among 640,000; AID 1259422, 2018; TEAD-Gal4/YAP UAS-luciferase luminescence; inhibition, % at 9.12 µM; in the data active means inhibition above about 32%;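 further: 0% = median of test compound wells and 100% = reference inhibitor wells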
FBW7 activator: FBW7 E3 ligase activators, primary screen, biochemical, AlphaScreen, human; F-box/WD repeat-containing protein 7 (Homo sapiens), Q969H0; hit rate 0.13% among 650,000; AlphaScreen FBW7–phospho-cyclin E peptide binding, activator screen; normalized activity (activation), % at 26.1 µM; AID 1259310, 2017; in the data active means normalized activity above about 1.9%;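 further: purified mutant Fbw7 with reduced substrate affinity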
Target sequence (Q969H0 whole entry, looked up): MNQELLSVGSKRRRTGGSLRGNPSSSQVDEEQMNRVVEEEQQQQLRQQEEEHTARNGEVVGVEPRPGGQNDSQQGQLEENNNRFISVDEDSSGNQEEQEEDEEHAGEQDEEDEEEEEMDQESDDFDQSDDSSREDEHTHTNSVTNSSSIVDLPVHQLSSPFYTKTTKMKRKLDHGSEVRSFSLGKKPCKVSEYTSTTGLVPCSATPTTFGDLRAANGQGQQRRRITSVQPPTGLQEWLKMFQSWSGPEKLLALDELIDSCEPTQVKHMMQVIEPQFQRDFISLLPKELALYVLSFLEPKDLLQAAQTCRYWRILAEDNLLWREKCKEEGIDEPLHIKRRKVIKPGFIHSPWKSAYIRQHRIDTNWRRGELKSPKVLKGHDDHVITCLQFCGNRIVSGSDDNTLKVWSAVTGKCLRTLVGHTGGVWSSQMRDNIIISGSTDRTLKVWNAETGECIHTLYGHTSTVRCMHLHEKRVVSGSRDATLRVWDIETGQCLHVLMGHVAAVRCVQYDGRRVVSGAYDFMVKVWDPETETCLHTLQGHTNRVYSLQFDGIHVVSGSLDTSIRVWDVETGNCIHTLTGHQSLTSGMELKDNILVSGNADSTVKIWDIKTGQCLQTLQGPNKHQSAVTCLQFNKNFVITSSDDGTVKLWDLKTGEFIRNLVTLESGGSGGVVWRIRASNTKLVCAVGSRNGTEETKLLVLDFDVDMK
* = called active by the depositor; nt = not tested or not shown; & = joins results of further samples; ! = not active in a repeat. This is a subset (hit frequency here may not be typical).

SMILES	MITF primary	GPR151 activ	TEAD-YAP block	FBW7 activator
CCN(CC)P(=O)(Oc1ccccc1)Oc1ccccc1	19	-0.3	11	1.6
COc1cc(/C=C/[N+](=O)[O-])ccc1OC(=O)CCc1ccccc1	14	2.3	-2	0.1
COc1cc(CN2CCN(c3cccc(Cl)c3)CC2)ccc1O	36	-1.4	11	0.1
CC(C)(CN)CNc1ccc([N+](=O)[O-])c2cccnc12	-2	0.3	-44	-0.1
CCCCC/C=C\C/C=C\C/C=C\C/C=C\CCCC(=O)NC1CC1	-1	0.2	nt	nt
COc1ccc(C2(C#N)CCN(C)CC2)cc1	0	2.0	-4	-0.1
O=C(NC1CCC(Nc2ccc3[nH]ncc3c2)CC1)[C@@H](O)c1ccccc1Cl (stereo partly specified) (tested in a mixture with another compound)	19	-0.8	0	0.0
CCOC(=O)C1=C(N)Oc2ccccc2C12C(=O)N(C)C(C)=C2C(C)=O (stereo unspecified)	5	1.0	-5	0.6
O=C(O)c1ccccc1C(=O)N1CCC2(CC1)OCc1cc(-c3ccco3)ccc1O2	-54	0.5	-6	-0.1
CCOP1(=S)Oc2cc(Cl)ccc2C(C(F)(F)F)(C(F)(F)F)O1 (stereo unspecified)	-3	-1.2	-6	-0.1
NC1CC2C=CC1c1c(F)c(F)c(F)c(F)c12 (stereo unspecified)	-2	4.1	5	-0.1
CC(C)COP(=O)(OCC(C)C)C(O)c1cccnc1 (stereo unspecified)	-3	1.5	0	0.0
Cc1nnc(SCCOC(N)=O)n1-c1ccccc1	17	-0.6	-9	0.8
CN1C[C@H](CO)C=C2c3cccc4[nH]cc(c34)C[C@H]21	-6	0.6	-3	0.0
COCCOC(=O)C1=C(N)Oc2c(c(=O)oc3ccccc23)C1c1ccncc1 (stereo unspecified)	12	0.7	-7	0.0
CSC(=S)NCc1c[nH]c2ccccc12	22	-1.3	11	0.1
O=c1c2ccccc2nc(/C=C\c2cccc(F)c2)n1-c1cccc(C(F)(F)F)c1	-1	2.0	-1	0.1
CN1C(=O)[C@H]2CN(Cc3ccccn3)CCN2C(=O)[C@@H]1CO	-6	0.4	-3	0.0
CCC(N)C(=O)c1cccs1 (stereo unspecified)	3	-0.1	-1	0.0
CCCN1CCC[C@@H](c2cccc(C#N)c2)C1	-2	-1.4	-7	0.0
Cc1cc([N+](=O)[O-])nn1CC(=O)Nc1ccc(Cl)cc1C(=O)c1ccccc1	1	-0.4	4	-0.1
N#CC1=C(N)Oc2c(c(=O)oc3ccccc23)C1c1ccccc1Cl (stereo unspecified)	-4	0.8	-2	-0.1
CCN1C(=O)CC(c2cccnc2)=Nc2ccccc21	10	1.4	1	0.2
O=c1c2ccccc2nc(/C=C/c2cccc3ccccc23)n1-c1cccc(F)c1	4	-0.2	-4	0.0
Cc1c(Cl)cccc1-n1c(/C=C/c2ccc([N+](=O)[O-])cc2)nc2ccccc2c1=O	2	-0.6	5	-0.2
SMILES	MITF primary	GPR151 activ	TEAD-YAP block	FBW7 activator
Cc1cc(OCc2cccc(C(F)(F)F)c2)c2c3c(c(=O)oc2c1)CCC3	-3	1.1	-2	-0.3
COc1cc(C2NCc3ccccc3-n3cccc32)ccc1F (stereo unspecified)	1	-0.2	1	-0.1
CCOc1cccc(OCC)c2c(C)[n+](-c3cccc(OC)c3)c(C)c1-2	12	0.5	3	0.0
Cc1cc(OCc2ccccc2Cl)c2c3c(c(=O)oc2c1)CCCC3	-2	-0.2	11	0.1
CCN1CCN(c2cc(=O)n3ccccc3n2)CC1	-8	1.3	-6	0.0
CCCCCP(=O)(O)c1ccccc1	-1	1.9	-2	0.8
COc1ccc2[nH]c(C)c(CCNCc3cccc(C)n3)c2c1	32	0.0	1	-0.1
CC1CCC(N2CCN(C(=O)Cc3ccccc3)CC2)CC1 (stereo unspecified)	36	0.9	-3	0.0
C=CCN1C(=O)/C(=C\c2ccc(N(CC)CC)cc2)C(=O)NC1=S	18	-0.5	12	0.0
CC(C)[C@H]1CN(Cc2ccco2)CCN1C(=O)Cc1ccc(-n2cnnn2)cc1	6	-0.5	-1	0.0
O=C1CC(=O)N(c2ccccc2F)C(=O)N1	9	0.3	15	0.0
CCOC(=O)C1(c2ccccc2)CCN(CC(=O)Nc2ccc(C)c(Br)c2)CC1	3	1.4	-20	-0.1
Cc1ccc(S(=O)(=O)NC(CC(=O)N2CCC3(CC2)OCCO3)c2ccco2)cc1 (stereo unspecified)	0	-0.3	2	-0.1
CCC1(C)CC(=O)c2c(ccc3oc(C(=O)N4CCC5(CC4)OCCO5)c(C)c23)O1 (stereo unspecified)	10	0.3	-10	0.0
Cc1oc2cc(OC(=O)N(C)C)ccc2c(=O)c1Oc1ccccc1Br	-7	-0.1	0	-0.1
COc1ccccc1CNCCc1c[nH]c2ccccc12	49	0.8	18	0.2
O=C(O)/C=C/CO	9	-0.6	nt	0.1
Cn1ccnc1C1(O)CC2CCC(C1)N2CC(=O)N1CCCCC1 (stereo unspecified)	8	1.2	4	0.2
Cc1cc(/C=C2\C(=O)NC(=O)N(C)C2=O)c(C)n1-c1cccc(C(=O)O)c1	36	-0.6	-6	-1.0
CCOC(=O)c1c(N)n(CCCOC(=O)c2ccco2)c2nc3ccccc3nc12	-8	1.0	3	-0.1
CN1C(=O)CC(c2ccccc2)=Nc2ccccc21	-1	0.9	23	0.0
O=C(Cc1ccc(F)cc1)N1CCN(CC(O)c2cccs2)CC1 (stereo unspecified)	9	-2.3	8	0.8
CCN(CC)C(=O)N[C@@H]1C=C2c3cccc4[nH]cc(c34)C[C@H]2N(C)C1	-13	1.3	-1	-0.1
CCc1c(O)n(C2CCCCC2)c(=S)[nH]c1=O	3	1.7	-3	-0.1
CC(C)(C)NCC(O)c1ccccc1Cl (stereo unspecified)	4&-18&11	-0.3&-0.6&-1.5	3&5	0.8&0.0&-0.1
SMILES	MITF primary	GPR151 activ	TEAD-YAP block	FBW7 activator
CCC1(c2ccc(-c3ccccc3)cc2)C(=O)NC(=O)NC1=O	1	-0.5	-4	-0.2
Cc1nn(-c2ccccc2)c(Cl)c1C1C(C#N)=C(N)Oc2c1c(=O)oc1ccccc21 (stereo unspecified)	0	0.1	5	0.0
CC(C)C1C(=O)NC(=S)N(c2ccccc2)C1=O (stereo unspecified)	1	1.8	6	0.1
CC[C@]12C=CCN3CC[C@@]4(c5ccc(OC)cc5N(C)[C@H]4[C@@](O)(C(=O)OC)[C@@H]1OC(C)=O)[C@@H]32	6&11	1.0&1.3	-2&-7	0.0&0.0
Cc1nn(CCC#N)c2c1P(=S)(N1CCCC1)OC(c1ccc(F)cc1)=N2 (stereo unspecified)	5	1.9	-5	-0.1
CCOC(=S)SCc1nc2ccccc2c(=O)n1-c1ccccc1	6	1.2	9	-0.1
O=C(CCl)Nc1ncc(Br)s1	-2	-0.3	7	-0.1
CCOC(=O)C(O)(c1ccc(NC(=O)c2ccco2)c(OC)c1)C(F)(F)F (stereo unspecified)	9	0.8	-10	0.5
Cc1n(CCOCCn2c(C)[n+](C)c3ccccc32)c2ccccc2[n+]1C	7	-0.5	4	0.0
CCC1CN(C)CCC1(O)c1ccccc1 (stereo unspecified)	10	1.4	9	0.0
O=c1[nH]c(=O)n(Cc2ccccc2Cl)c(O)c1/C=C1\C=CC=N1	17	0.5	52*	0.0
Cc1ccc(N)c(C(=O)c2ccc(Cl)cc2)c1	7	-0.2	0	0.0
CN1C2CC(=O)CC1C(O)C2 (stereo unspecified)	9	4.6	0	0.0
Cc1noc(C)c1CCC(=O)N1CC2CC(C1)c1cccc(=O)n1C2 (stereo unspecified)	6	-2.1	-8	-0.1
Cc1ccc(OP2(=S)OCCCN2c2ccccc2)cc1 (stereo unspecified)	6	0.2	3	-0.1
CCOc1ccc(CN2CCN(C)C(CCO)C2)cc1 (stereo unspecified)	6	3.3	2	0.0
COc1cc2c(cc1OC)-c1c(OC)c(OC)cc3c1C(C2)[N+](C)(C)CC3 (stereo unspecified)	-8	4.3	-11	0.0
CCCCOc1ccc(CC2C(=O)NC(=O)NC2=O)cc1	0	1.1	-3	-0.1
CCn1c(O)c(C(C)=O)c(=O)n(CC)c1=S	9	-0.9	-5	0.1
CCOc1ccc(-n2c(C)nc3cc(C(=O)N4CCC5(CC4)OCCO5)ccc32)cc1	7	0.1	9	0.0
COc1cccc(CN2CCN(c3ccc(Cl)cc3)CC2)c1	2	2.4	-5	0.1
O=C1N[C@@H](CO)C(=O)N2CCN(CC3CC3)C[C@H]12	3	0.9	6	0.0
O=[N+]([O-])c1cccc(Cl)c1N1CCNCC1	24	-0.7	6	0.1
COc1cc(C=C2C(=O)NC(=S)NC2=O)ccc1OCc1c(C)no[n+]1[O-]	2	-1.0	3	-0.2
O=C1NC(=S)NC(=O)C1=Cc1ccc(Br)o1	43	-0.2	-5	-1.6

3 entries from above, with bars between the fields.
compound | MITF primary | GPR151 activ | TEAD-YAP block | FBW7 activator
O=c1[nH]c(=O)n(Cc2ccccc2Cl)c(O)c1/C=C1\C=CC=N1 | 17 | 0.5 | 52* | 0.0
CN1C2CC(=O)CC1C(O)C2 (stereo unspecified) | 9 | 4.6 | 0 | 0.0
Cc1nn(-c2ccccc2)c(Cl)c1C1C(C#N)=C(N)Oc2c1c(=O)oc1ccccc21 (stereo unspecified) | 0 | 0.1 | 5 | 0.0

The listing picks up; the three compounds before the break are reprinted first.
SMILES	MITF primary	GPR151 activ	TEAD-YAP block	FBW7 activator
O=[N+]([O-])c1cccc(Cl)c1N1CCNCC1	24	-0.7	6	0.1
COc1cc(C=C2C(=O)NC(=S)NC2=O)ccc1OCc1c(C)no[n+]1[O-]	2	-1.0	3	-0.2
O=C1NC(=S)NC(=O)C1=Cc1ccc(Br)o1	43	-0.2	-5	-1.6
CCN(CC)c1ccc(CC2C(=O)N(C)C(=O)N(C)C2=O)cc1	6	1.5	11	-0.8
O=C(Nc1ccc(Cl)cc1C(=O)c1ccccc1)c1cccc(Cl)c1	15	-1.3	12	0.2
COc1ccccc1CN1CCN(C(C)C)CC1	67*	0.9	-10	0.0
CCCC1(CCC)C(=O)NC(=Nc2ccc(C)cc2)NC1=O	-2	0.5	-2	-0.1
CCN1CCN(C(=O)COc2cc(C)c(Cl)c(C)c2)CC1	9	0.7	4	0.0
NCCc1ccc(S(=O)(=O)F)cc1	-1	0.2	-4	0.0
CN1CC[C@@H](c2ccc(F)cc2)[C@H](COc2ccc3c(c2)OCO3)C1	23	-1.2	15	0.1
O=C(N/N=C/c1c(O)n(Cc2ccccc2)c(=O)[nH]c1=O)c1ccccc1O	13	3.7	-5	-0.7
C=C1[C@@H](C)[C@H]2[C@H](Cc3ccccc3)NC(=O)[C@]23OC(=O)C=C[C@H](O)CCC[C@@H](C)CC=C[C@H]3[C@@H]1O	4	1.0	30	0.1
COc1ccccc1N1CCN(Cc2cc(F)ccc2F)CC1	6	0.2	11	0.0
Cn1cccc1P(=S)(N1CCOCC1)N1CCOCC1	9	-3.1	11	0.6
O=c1c2ccccc2nc(/C=C/c2ccc3c(c2)OCO3)n1-c1ccccc1O	11	8.9*	-6	0.0
Cc1ccc2nc(-c3ccncc3)cc(C(=O)N3CCC4(CC3)OCCO4)c2c1	5	1.0	24	-0.2
O=C(O)c1cc(S(=O)(=O)N2CC3CC(C2)c2cccc(=O)n2C3)ccc1F (stereo unspecified)	-6	-1.2	3	-0.1
COc1c(Cl)cc(Cl)cc1C=C(C#N)C#N	8	0.5	-6	-0.1
Clc1ccccc1NC1=NCCCS1	7	1.2	-1	-0.1
CCOC(=O)C(Cc1ccccc1)N1CC1C(N)=O (stereo unspecified)	9	-0.8	4	0.2
C[C@H](N)CN1CCc2ccc(Br)cc21	26	-2.6	3	-0.1
COc1ccc(C2(O)CC3CCC(C2)N3Cc2nccn2Cc2ccccc2)cc1 (stereo unspecified)	13	0.7	17	0.9
O=[N+]([O-])c1c(Br)ccc2c1no[n+]2[O-]	90*	0.1	-10	-0.3
CCCN1CCC[C@@H]2Cc3[nH]ncc3C[C@H]21	-1&-6&20	7.8*!	-1&7	-0.1&0.0&0.1
Cc1nc2ccccc2c(=O)n1-c1ccc([N+](=O)[O-])cc1Cl	8	1.1	6	-0.1
CN1CCN(c2cc(N3CCCCCC3)c([N+](=O)[O-])cc2F)CC1	20	0.2	1	0.0
Brc1ccc(C2C=C(c3cccnc3)Nc3nnnn32)cc1 (stereo unspecified)	2	0.1	-5	0.0
COc1cccc(/C=C2\N=C(c3cncc(Br)c3)OC2=O)c1	6	-0.9	1	0.0
O=C(Cc1ccccc1)OCC(=O)c1ccccc1	3	-0.6	-9	-0.2
CC(Cc1ccccc1)NC(=O)NC(C)Cc1ccccc1 (stereo unspecified)	1	0.2	-38	-0.1

An excerpt from above in order of length of the SMILES, ascending.
SMILES	MITF primary	GPR151 activ	TEAD-YAP block	FBW7 activator
CCN1CCN(C(=O)COc2cc(C)c(Cl)c(C)c2)CC1	9	0.7	4	0.0
CN1CC[C@@H](c2ccc(F)cc2)[C@H](COc2ccc3c(c2)OCO3)C1	23	-1.2	15	0.1
O=C(O)c1cc(S(=O)(=O)N2CC3CC(C2)c2cccc(=O)n2C3)ccc1F (stereo unspecified)	-6	-1.2	3	-0.1

Among those listed so far, 2 contain a thiophene ring, fused or not:
SMILES	MITF primary	GPR151 activ	TEAD-YAP block	FBW7 activator
CCC(N)C(=O)c1cccs1 (stereo unspecified)	3	-0.1	-1	0.0
O=C(Cc1ccc(F)cc1)N1CCN(CC(O)c2cccs2)CC1 (stereo unspecified)	9	-2.3	8	0.8
